# NSD2 inh – NSD2 (human) methyltransferase inhibition; NSD2 peptide methylation, AlphaScreen, 120 min; AID 743445; O96028; hit rate 0.54% among 310,000; inhibition, % at 12.5 µM; in the data active = inhibition above about 50%
# CAL PDZ FP-1 – blocks peptide binding to the human CAL PDZ domain; Q9HD26; purified CAL PDZ, TMR-peptide fluorescence polarization, 1 h; inhibition, % at 24.9 µM; hit rate 0.92% among 300,000; AID 602252;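 active = mean inhibition of at least 30% with at least half of replicates also reaching 30%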;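 also: 0% = DMSO neutral control and 100% = excess unlabeled competitor peptide PRC23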
# CAL PDZ FP-2 – blocks peptide binding to human CAL PDZ domain. hit rate 0.02% among 330,000. Q9HD26. purified CAL PDZ, TMR-peptide fluorescence polarization, 1 h. AID 504414. inhibition, % at 20 µM;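 active = highest replicate inhibition of at least 40%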;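 also: plate controls were DMSO neutral control wells for no effect and unlabeled competitor peptide control wells for full effect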
#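 Assay system – tagged CAL PDZ protein CerCALP, purified · Timing – 1 h at RT · Compound – single point, 20 µM · Measured by – fluorescence polarization from S- and P-plane intensities, G-factor corrected · Evaluation – inhibition from polarization loss · Probe or stimulus – TMR reporter peptide T*-PRC34 · Buffer or medium – pH 7.4 phosphate-saline buffer, reducing agent, detergent, IgG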
# RTF Ca sens inh – cardiac RTF calcium desensitization; AID 493244; hit rate 0.12% among 340,000; inhibition, % at 7.15 µM; IANBD-labeled cardiac RTF, Ca2+ fluorescence;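 active = inhibition above the mean inhibition of all tested compounds plus 3 SD, cut at about 17% in these data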;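 also: assay run at fixed EC70 calcium of 1.6 mM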
# C-LANA FP – blocks KSHV LANA C-terminal domain binding to DNA | MBP-C-LANA/FAM-LBS DNA binding, fluorescence polarization | inhibition, % at 9 µM | hit rate 0.078% among 340,000;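 active = highest replicate inhibition at or above 60% at 9 µM, even if other replicates fall short; inactive = all replicates below 60% inhibition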;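 also: 0% = neutral control wells and 100% = 4 µM acridine orange control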
# Arrestin-AP2 inh – inhibitors of human beta-arrestin and AP2 interaction; inhibition, % at 10 µM; hit rate 0.31% among 340,000; FITC-arrestin peptide / GST-AP2 beads, flow cytometry; AP2 beta2 appendage carries R879A mutation; AID 504490;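 active = inhibition above a set limit, near 3 SD of compounds lacking own fluorescence, cut at about 54% in these data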;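 also: plate controls were DMSO wells for no effect and 5 µM unlabelled arrestin peptide for full effect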
#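 System: GST-AP2 R879A bound to glutathione beads, E. coli-expressed. Also added: 50 nM FITC-arrestin peptide. Schedule: compound with beads 12 min RT, then probe 1 h RT. Signal: bead flow cytometry, FITC channel. Read-out basis: percent response.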
# Keap1-Nrf2 PPI – disrupts human Keap1 binding to Nrf2 peptide; inhibition, % at 9.4 µM; Keap1 Kelch-Nrf2 peptide fluorescence polarization, 1536-well; hit rate 0.15% among 340,000; AID 504523; in the data active = inhibition above about 12%;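 also: human Keap1 Kelch domain with fluorescein labeled Nrf2 9mer peptide probe; 0% = neutral control wells and 100% = peptide positive control; higher means more block of Keap1 binding to Nrf2 peptide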
# V-ATPase pHluor – alters yeast V-ATPase proton transport. hit rate 0.37% among 350,000. response, % at 10 µM. AID 504577. S. cerevisiae, pHLuorin cytosolic pH fluorescence; in the data active = response mostly above about 7.3%, no sharp cut-off; inactive = mostly below about 5.4%; also: actives read high; inactives centre near 0; some compounds called inactive have numbers as strong as hits; reference of the scale not given here
# DAGLB inh – diacylglycerol lipase beta (human) inhibition; Q8NCG7; inhibition, % at 5.17 µM; HEK293T DAGLB membrane lysate, EnzChek fluorogenic substrate; hit rate 0.059% among 340,000; in the data active = inhibition above about 34%;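 also: 0% = enzyme with vehicle and 100% = wells lacking enzyme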
# Target sequence (Q8NCG7 whole entry, looked up): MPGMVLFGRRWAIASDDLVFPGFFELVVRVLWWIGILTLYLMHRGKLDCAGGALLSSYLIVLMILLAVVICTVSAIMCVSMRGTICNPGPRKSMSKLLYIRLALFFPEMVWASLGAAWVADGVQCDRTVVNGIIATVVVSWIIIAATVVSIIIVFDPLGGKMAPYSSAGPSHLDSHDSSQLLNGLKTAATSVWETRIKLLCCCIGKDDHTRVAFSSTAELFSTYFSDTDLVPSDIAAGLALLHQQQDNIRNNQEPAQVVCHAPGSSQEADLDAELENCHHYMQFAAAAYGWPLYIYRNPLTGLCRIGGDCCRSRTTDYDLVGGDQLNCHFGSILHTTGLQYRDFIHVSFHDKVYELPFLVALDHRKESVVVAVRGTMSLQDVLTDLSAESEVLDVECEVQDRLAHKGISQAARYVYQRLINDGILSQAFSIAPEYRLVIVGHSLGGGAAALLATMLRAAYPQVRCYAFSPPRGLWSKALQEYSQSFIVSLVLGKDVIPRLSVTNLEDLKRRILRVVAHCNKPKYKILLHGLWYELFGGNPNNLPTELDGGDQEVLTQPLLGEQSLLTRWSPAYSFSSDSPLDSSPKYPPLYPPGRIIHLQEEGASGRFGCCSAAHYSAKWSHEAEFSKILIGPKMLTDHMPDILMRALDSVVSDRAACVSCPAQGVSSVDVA
# Pemphigus Ab inh – blocks pemphigus antibody binding to human desmoglein-3; DSG3-coupled beads, scFv-anti-DSG3-GFP binding, flow cytometry; active compounds read low; P32926; hit rate 0.48% among 310,000; binding (percent of control), % at 10 µM;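 active = binding more than 3 SD below its plate's average and above zero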;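 also: hits lower antibody fragment binding to DSG3; some compounds called inactive have numbers as strong as hits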
# Numbers without * were called inactive; / = not tested or not shown. The list is partial. The share of hits here may be higher or lower than overall.
SMILES,NSD2 inh,CAL PDZ FP-1,CAL PDZ FP-2,RTF Ca sens inh,C-LANA FP,Arrestin-AP2 inh,Keap1-Nrf2 PPI,V-ATPase pHluor,DAGLB inh,Pemphigus Ab inh
COc1ccc(OC)c(NC(=O)COC(=O)CCC2CCCC2)c1,-1,-5,0.1,8,1.2,-1,-1,0,-8,/
Cc1ccc(S(=O)(=O)N(C)c2ccc(OC(C)C(=O)N(C)c3ccccc3)cc2)cc1 (stereo not given),-1,-2,-3.4,-4,-1.5,5,-1,11,-1,98
Cc1ccc(C(=O)NCC(=O)OCC(=O)NC(C)c2ccccc2)s1 (stereo not given),-2,-2,-2.3,1,1.5,37,3,-3,0,97
N#Cc1cccc(-c2nnc(SCc3ccccc3C#N)o2)c1,16,0,-0.9,-6,-1.0,-4,4,-3,-3,100
CN1CCN(C(=O)CCn2nc(-c3ccccc3)c3ccccc3c2=O)CC1,-1,-10,-0.8,-2,0.2,9,-5,-2,-3,103
CCN(CC)S(=O)(=O)N1CCC(C(=O)NCCN2CCOCC2)CC1,-1,-3,-0.4,-9,1.5,-1,0,-1,0,102
O=C(Nc1ccccc1-c1nnn(CC(=O)N2CCCc3ccccc32)n1)c1ccco1,1,-1,-1.9,-10,-0.3,-10,-4,-3,-2,100
Clc1ccccc1-c1nn2c(-c3ccccn3)nnc2s1,-5,/,-1.2,-5,2.1,-7,-5,1,0,101
CCc1ccc(C2C3=C(CCCC3=O)OC3=C2C(=O)CCC3)cc1,0,13,-2.0,4,1.0,3,4,7,1,104
Cc1ccc(C)c(NS(=O)(=O)c2cc(C(=O)N3CCc4ccccc4C3)ccc2Cl)c1,/,-1,-2.3,-1,2.2,-9,-2,-3,-1,96
O=c1cc(-c2ccccc2)cc(-c2ccccc2)n1O,/,-4,-0.7,8,-0.4,5,0,-1,-2,100
O=C(c1ccco1)N1CCC(n2nnc3ccccc32)CC1,-5,-3,-1.0,2,-0.2,5,4,-1,-1,97
O=c1[nH]c(CN2CCN(S(=O)(=O)/C=C/c3ccccc3)CC2)nc2cc(Cl)ccc12,0,1,0.9,11,-0.5,17,2,2,3,100
CCNc1nc(NCc2ccccc2)nc(SCC(N)=O)n1,-2,-2,-2.7,-3,0.7,36,2,-1,-2,120
C[C@H](CO)N1C[C@H](C)[C@@H](CN(C)S(C)(=O)=O)Oc2ccc(NC(=O)C3CCCCC3)cc2C1=O,/,0,-0.5,-5,0.0,3,1,0,-8,/
CCN1C(=O)Nc2cccc3cccc1c23,5,/,0.6,1,0.7,7,-10,-1,5,104
CCCCC(C(=O)NC(=O)NCc1ccccc1)N1C(=O)c2ccccc2C1=O (stereo not given),-3,-1,-2.0,-7,-0.2,2,-5,-1,0,/
CCc1sc(NC(=O)CN2CCOCC2)nc1-c1ccccc1,/,-1,-2.2,-9,0.3,-1,-9,1,-1,121
CN1C(=O)/C(=C/c2ccc(OCc3ccccc3F)cc2)N(C)C1=S,-4,-4,0.4,8,0.0,13,-4,-2,-3,109
CCOC(=O)C1=C(O)C(=O)N(c2ccc(S(N)(=O)=O)cc2)C1c1ccc(OC)cc1 (stereo not given),4,-5,-1.5,-1,0.1,9,0,-2,0,99
CC1CCN(S(=O)(=O)c2cn(CC(=O)N3CCN(c4cccc(C(F)(F)F)c4)CC3)cn2)CC1,1,/,-0.8,-10,-1.9,49,0,-1,-1,102
Cc1cc(C)cc(NC(=O)CSc2nnc(CNC(=O)c3ccco3)o2)c1,-2,-3,-1.8,4,0.5,20,1,2,-1,99
COc1ccc(-c2nc(SCC(=O)NCc3ccco3)c(-c3ccccc3)[nH]2)cc1OC,4,-1,-0.7,-10,2.4,-7,-3,0,1,64
CN(C)C(CNC(=S)Nc1ccccc1)c1cccnc1 (stereo not given),0,-1,-2.7,0,0.7,6,-3,2,-2,104
CCOc1ccc(NC(=O)NCCN2C(C)CCCC2C)cc1 (stereo not given),9,-1,0.3,0,0.4,5,-1,11,2,102

# Continuation.
SMILES,NSD2 inh,CAL PDZ FP-1,CAL PDZ FP-2,RTF Ca sens inh,C-LANA FP,Arrestin-AP2 inh,Keap1-Nrf2 PPI,V-ATPase pHluor,DAGLB inh,Pemphigus Ab inh
COCCN(Cc1ccccc1)C(=O)c1cccc(S(=O)(=O)N2CCN(Cc3ccccc3)CC2)c1,1,/,/,/,/,/,/,3,-1,104
O=C(CNC(=O)c1ccco1)Nc1ccc(S(=O)(=O)N2CCCC2)cc1,0,1,0.1,-6,1.5,2,-2,2,-1,102
COc1ccc(N2CCN(CC(=O)Nc3c(C)cccc3C)CC2)cc1,4,/,/,/,/,/,/,-1,-1,110
Nc1cc(Cl)ccc1N1CCCCCC1,-1,1,-2.7,15,1.4,-5,-9,-1,2,106
C[N+]1(CC(O)COc2ccccc2)CCN(C(=O)c2ccc([N+](=O)[O-])cc2)CC1 (stereo not given),-3,-2,-2.7,3,-1.8,-10,-5,0,-3,128
O=C1Nc2c(Br)cc(Br)cc2C1(O)N1CCOCC1 (stereo not given),-3,-2,-2.2,-1,-1.1,28,-3,7,2,/
O=[N+]([O-])c1c(Nc2ccccc2)ccc2nonc12,-2,-3,-0.1,3,-0.1,1,-4,-3,3,/
COc1ccccc1C=NN=C1c2ccccc2-c2ccccc21,-1,-4,-0.8,-2,1.5,-5,-1,1,-4,104
C=CCc1cc(C=O)cc(OC)c1OCc1c(Cl)cccc1Cl,0,/,-2.6,-7,-0.2,-5,-1,0,-10,89
O=C(CCc1c[nH]c2ccccc12)NC1CC1,-2,2,-1.8,-1,2.5,9,-7,6,2,66
COC(=O)c1cc(S(=O)(=O)N2CCOCC2)c(Cl)cc1N1CCOCC1,-1,-4,1.6,2,-0.1,-2,-2,3,-1,97
Clc1cc(Cl)c2nc(N3CCCC3)sc2c1,-9,1,-1.3,-3,0.2,-5,-7,-3,-5,/
COc1ccc(NC(=O)c2ccc(Cl)nc2)cc1S(=O)(=O)N1CCOCC1,-1,-2,0.1,-6,1.0,-1,-5,0,1,100
CCOC(=O)C(=O)N/N=C/c1ccco1,4,/,0.3,1,-1.4,-8,-8,-3,1,111
CCOc1ccccc1N1CCN(CC(=O)N(C)CC(=O)Nc2ccccc2CC)CC1,0,/,/,/,/,/,/,1,0,106
CCOCCCNCc1cc(Br)ccc1OCc1ccccc1,-2,-1,-2.5,0,-0.7,/,2,-3,2,100
CC(C)CC(c1nnnn1Cc1ccc2c(c1)OCO2)N1CCC(C(N)=O)CC1 (stereo not given),0,-1,-0.5,-6,-0.1,11,2,-2,1,98
CCN(C(=O)c1c(-c2ccccc2)noc1C)c1ccccc1,3,-7,/,-3,0.1,-5,3,-1,2,101
O=C(NCC1CCOCC1)c1ccc(OC2CCN(Cc3ccccn3)CC2)cc1,1,-3,-1.0,-2,0.0,1,1,-1,2,99
CCOC(=O)c1c(C)[nH]c(C(=O)OCC(=O)Nc2cc(C)ccc2OC)c1C,1,-2,/,-3,-1.4,38,4,7,-1,92
CC(C)N(Cc1ccccc1)C(=O)/C=C/c1ccccc1[N+](=O)[O-],3,2,-2.3,7,0.0,5,2,-2,-1,84
CCC(Cc1ccccc1)NC(=O)Cn1ncc2ccsc2c1=O (stereo not given),-2,-3,-2.5,2,-0.6,5,-3,3,0,85
O=S(=O)(c1ccccc1)N1N=C(c2ccc(Br)cc2)CC1c1ccco1 (stereo not given),1,-2,0.2,-2,-0.8,19,-1,1,-3,93
CCOP(=O)(c1ccccc1)C1(C#N)CCCC1 (stereo not given),0,0,0.2,-24,-2.0,33,4,1,1,93
C=CCNc1ncnc2c1cnn2-c1ccc(Cl)cc1,/,/,-2.0,-13,0.3,6,0,1,-4,99

# Following part.
SMILES,NSD2 inh,CAL PDZ FP-1,CAL PDZ FP-2,RTF Ca sens inh,C-LANA FP,Arrestin-AP2 inh,Keap1-Nrf2 PPI,V-ATPase pHluor,DAGLB inh,Pemphigus Ab inh
Cc1ccc(-n2nnc3c(=O)n(CC(=O)N4CCCC4)cnc32)cc1,-2,-6,/,3,0.3,2,-2,1,-2,98
CCOC(=O)Cn1ncc2c3ccccc3n(CC(=O)OCC)c2c1=O,-1,-3,-1.5,-11,-0.6,0,-6,-1,0,105
Cc1c([N+](=O)[O-])c([N+](=O)[O-])nn1CC(=O)N1CCCCC1,-1,-10,-0.1,-9,-0.5,5,0,4,1,108
CC(C)C(C(=O)NCc1ccco1)N(Cc1ccco1)C(=O)CNS(=O)(=O)c1ccc(F)cc1 (stereo not given),/,-5,0.2,5,0.4,2,3,-2,1,/
O=C(c1ccc(-c2ccccc2)cc1)N1CCN(c2ccccc2)CC1,0,-4,0.9,2,3.4,-3,4,0,-2,107
COc1cccc(CC(=O)N2CCCC(CO)(Cc3ccc(F)cc3F)C2)c1 (stereo not given),-2,-1,-1.3,0,1.9,0,0,1,1,141
COC(=O)c1cc(S(=O)(=O)Nc2cccc(S(N)(=O)=O)c2)oc1C,-4,-3,-2.0,1,0.6,8,1,2,-1,/
CCN(c1ccc(NC(=O)COC(=O)/C=C/c2cccs2)cc1)C(C)C,-3,1,-0.1,-2,0.5,16,-4,-1,-2,104
CCN(CC)CCCn1c2c(c(SCC(=O)N3CCCc4ccccc43)nc1=O)CCC2,25,-2,-1.6,3,-1.1,-10,-3,1,-2,109
COc1cc(/C=C2\SC(=S)N(CCC(=O)N3CCCCC3)C2=O)cc(OC)c1OC,/,-2,-2.4,-2,1.4,22,3,-2,-4,86
Fc1ccc(-n2cnnn2)c(F)c1,/,-8,-0.7,-13,-0.4,-1,-5,-1,0,93
COc1ccc(/C=C2/SC(=O)N(CC(=O)Nc3cc(C)on3)C2=O)cc1OC,-2,-4,-1.2,-13,-0.5,-4,-2,-11,-2,86
COc1ccc(Cl)cc1NC(=O)CCN1C(=O)C2CC=CCC2C1=O (stereo not given),-1,-2,-1.9,-11,-2.8,-3,-1,-5,2,98
CCNc1nc(Oc2ccc(=O)n(-c3ccccc3)n2)nc(N(C)C)n1,5,-4,-0.3,-7,0.1,1,-1,0,-4,105
C=C(C)CN(CC)C(=O)CCc1nnc(CCCc2ccccc2)o1,-1,8,/,-2,0.2,-12,-3,17,-1,99
CCOC(=O)N1CCN(C(=O)/C(=C/c2cccs2)NC(=O)c2ccc(OC)c(OC)c2)CC1,-2,-4,-3.0,-4,-2.5,60*,2,7,-1,108
